# Assay outcomes deposited in PubChem BioAssay by Johns Hopkins Ion Channel Center.
# KCNQ2 block – KCNQ2 potassium channel inhibitors, primary screen, cell-based, CHO-K1, FluxOR thallium flux, B-score (AID 2156) | 20 min; hits give low values | B-score at 10 µM | 310,000 compounds, 1.1% hits;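 active means fluorescence ratio B-score at most minus 3 library SDs, with starting brightness B-score within 2 library SDs, cut at about -5.5 in these data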
# CHT block – human CHT choline transport inhibition; AID 488975; B-score at 10 µM; CHT-expressing cells, membrane potential dye, choline response; hits give low values; 310,000 compounds, 0.86% hits; Q9GZV3;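 active means B-score over 3 SD under the library average, and starting fluorescence ratio not unusually high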;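 further: choline stimulus applied at its EC90 after an EC20 pre-addition; B-score computed on integrated fluorescence ratio after choline addition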
# Target sequence (Q9GZV3 whole entry, looked up): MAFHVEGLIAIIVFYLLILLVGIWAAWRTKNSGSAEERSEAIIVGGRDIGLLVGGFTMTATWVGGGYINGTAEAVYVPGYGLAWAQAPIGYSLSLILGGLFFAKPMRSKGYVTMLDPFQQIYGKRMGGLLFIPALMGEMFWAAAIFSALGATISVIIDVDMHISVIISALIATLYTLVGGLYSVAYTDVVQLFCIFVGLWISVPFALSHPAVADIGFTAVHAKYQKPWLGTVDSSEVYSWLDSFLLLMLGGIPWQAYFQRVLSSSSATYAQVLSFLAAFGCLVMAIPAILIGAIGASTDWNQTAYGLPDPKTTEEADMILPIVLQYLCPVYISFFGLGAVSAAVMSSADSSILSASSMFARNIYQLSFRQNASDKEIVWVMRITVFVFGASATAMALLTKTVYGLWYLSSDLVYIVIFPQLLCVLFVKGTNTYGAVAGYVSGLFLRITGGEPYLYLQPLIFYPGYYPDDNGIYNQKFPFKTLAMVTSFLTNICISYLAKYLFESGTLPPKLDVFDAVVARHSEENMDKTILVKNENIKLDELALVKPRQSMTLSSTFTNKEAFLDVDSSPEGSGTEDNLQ
# * marks the source's active call; other numbers are inactive results; i = inactive; x = no result given.
# A first look, 2 compounds:
SMILES,KCNQ2 block,CHT block
COc1cccc(/C=N/NC(=O)c2cc(C34CC5CC(CC(C5)C3)C4)[nH]n2)c1,i,i
Cc1ccc(S(=O)(=O)NNC(=O)c2ccccc2-n2cccc2)cc1,i,i

# Results (from the top)
SMILES,KCNQ2 block,CHT block
COc1cccc(/C=N/NC(=O)c2cc(C34CC5CC(CC(C5)C3)C4)[nH]n2)c1,i,i
Cc1ccc(S(=O)(=O)NNC(=O)c2ccccc2-n2cccc2)cc1,i,i
CCOC(=O)CC1C(=O)NCCN1S(=O)(=O)c1ccc(NC(C)=O)cc1 (stereo not given),i,i
CCCN(c1ccc(C(C)C)cc1)S(=O)(=O)c1c(C)noc1C,i,i
COc1ccc(NC(=O)C(CCSC)NC(N)=O)cc1NS(=O)(=O)c1ccc(F)cc1 (stereo not given),i,i
COC(=O)CCCC1=CC2=CC(=O)C(C)(OC(=O)c3cccs3)C(=O)C2=CN1Cc1ccc2c(c1)OCO2 (stereo not given),i,i
COc1ccc(/C=N/NC(=O)c2ccn[nH]2)cc1CN1CCOCC1,i,i
CCOC(=O)N1CCC(NC(=O)CCC(=O)N2CCOc3ccccc32)CC1,i,i
COCCn1c(SCC(=O)Nc2ccc3c(c2)OCCO3)nnc1-c1c[nH]c2ccccc12,x,i
CC(C)c1ccc(C2/C(=C(/O)c3ccccc3)C(=O)C(=O)N2CCCN2CCOCC2)cc1 (stereo not given),i,i
Cc1ccc(C(=O)NNC(=O)C2CCCN(c3ncccn3)C2)cc1 (stereo not given),i,i
COc1cccc(CC(NC(C)=O)C(=O)NC2CCN(S(=O)(=O)c3ccc(NC(C)=O)cc3)CC2)c1OC (stereo not given),i,i

# Arranged by SMILES length (high to low): part of the list above.
SMILES,KCNQ2 block,CHT block
COC(=O)CCCC1=CC2=CC(=O)C(C)(OC(=O)c3cccs3)C(=O)C2=CN1Cc1ccc2c(c1)OCO2 (stereo not given),i,i
COCCn1c(SCC(=O)Nc2ccc3c(c2)OCCO3)nnc1-c1c[nH]c2ccccc12,x,i
CCOC(=O)N1CCC(NC(=O)CCC(=O)N2CCOc3ccccc32)CC1,i,i
Cc1ccc(S(=O)(=O)NNC(=O)c2ccccc2-n2cccc2)cc1,i,i
Cc1ccc(C(=O)NNC(=O)C2CCCN(c3ncccn3)C2)cc1 (stereo not given),i,i

# The listing continues.
SMILES,KCNQ2 block,CHT block
C=C1CCN([C@@H](CC(C)C)C(=O)NCc2ccccc2)S(=O)(=O)c2ccccc21,i,i
CCc1cccc(CC)c1NC(=O)Cn1c(-c2ccc(F)cc2)noc1=O,i,i
CCCCn1c(N)c(N(CC)C(=O)c2cc(S(=O)(=O)N3CCN(CC)CC3)ccc2Cl)c(=O)[nH]c1=O,i,i
Cc1ccc(S(=O)(=O)Nc2nonc2C)cc1,i,i
[O-][n+]1onc2c1CCC(=N/O)/C2=N\Nc1ccccc1,i,i
CC(C)(C)C(=O)c1cn(CC(=O)O)c2ccccc12,i,i
COc1cccc2c(=O)c3ccoc3n(C)c12,i,i
O=C(NCCCNC(=O)c1ccc(Cl)cc1Cl)c1ccco1,i,i
CCC(C)(C)NC(=O)C(C)OC(=O)c1nsc(Cl)c1Cl (stereo not given),i,i
N#CC1=C(S)N(c2ccccc2)C(c2ccc(-c3cccc(Cl)c3)o2)NC1=O (stereo not given),i,i
Cc1cc(C)cc(OCC(=O)Nc2ccc(N3CCN(C(=O)c4ccco4)CC3)cc2)c1,i,i
COc1ccc(NC(=O)N[C@@H](CCSC)C(=O)O)cc1OC,i,i
COCCSc1nnc(-c2cnccn2)o1,i,i
O=C(OCCN1CCN(C2=NS(=O)(=O)c3ccccc32)CC1)c1ccccc1F,i,i
C=CCOC(=O)C(C#N)c1nc2ccccc2nc1N1CCC(C(=O)OCC)CC1 (stereo not given),i,i
COc1ccc(NC(=O)c2cn(C)c(=O)c3cc(OC)c(OC)cc23)c(OC)c1,i,i
CC(=O)Nc1ncc(Cc2cccc(Cl)c2)s1,i,i
COc1ccc(-c2cn(-c3ccccc3)c3[n+]2CCS3)cc1,i,i
Cc1ccc(NC(=S)N2CCCCC2)cc1C,i,i
CC(=O)c1ccc(S(=O)(=O)N2CCc3ccccc3C2)cc1,i,i
CN(C)c1ccc(NC(=O)CCN2CCN(c3ccccn3)CC2)cc1,i,i
O=C(COC(=O)CCc1nc2ccccc2s1)NC(=O)NCc1ccco1,i,i
COc1ccccc1CCc1nnc(CCC(=O)NCC(C)Oc2cccnc2)o1 (stereo not given),i,i
Cc1nc2nc(SCc3nc4ccccc4[nH]3)[nH]c2cc1Br,i,i
O=C(CSC1=NCCS1)NC1CCCC1,i,i
CC1=C(C)C(O)N(Cc2ccccc2)C1=O (stereo not given),i,i
CN(C)CC(O)COC(c1ccccc1)c1ccccc1 (stereo not given),i,i
Cc1ccc(C(C(=O)NC(C)(C)C)N(Cc2cccnc2)C(=O)C(=O)NC2CCCCC2)o1 (stereo not given),i,i
Cc1nnc(SCc2nc3ccccc3s2)n1-c1ccccc1,i,i
CCC(=O)N(CCc1ccccc1)Cc1cc2ccc(OC)cc2[nH]c1=O,i,i
O=C(NC1CCCC1)C(c1ccccc1)N(C(=O)c1ccno1)c1cccnc1 (stereo not given),i,i
O=C(Nc1ccc(O)cc1)c1c(O)c2c([nH]c1=O)CCCC2,i,x
COc1cc2ccccc2cc1C(=O)Nc1ccccc1N1CCCC1,i,i
Cc1cccc(/C=C2\Sc3ccc(C(=O)N4CCC(C)CC4)cc3N(C)C2=O)c1,-6.52*,i
Cc1ccc(Nc2c3c(nc4ncnn24)CCC3)cc1,i,i
CCOC(=O)N1CCN(C(=O)c2c(O)c3cccc4c3n(c2=O)CC4)CC1,i,i
CC(=O)C1=NN(c2ccccc2)C2(S1)S/C(=C\c1ccccc1)C(=O)N2c1ccccc1 (stereo not given),i,i
O=S(CCc1ccncc1)Cc1ccccc1 (stereo not given),i,i
CNC(=O)c1ccc(Nc2nnc(C)c3ccccc23)cc1,i,i
O=c1onc(-c2c(F)cccc2F)n1-c1ccccc1Cl,i,i
COc1ccc(CNC(=O)OCc2nccnc2C(=O)Nc2ccc(Br)cn2)cc1,i,i
COc1cccc(-c2nc(CS(=O)CC(=O)NCc3ccc4c(c3)OCO4)c(C)o2)c1 (stereo not given),i,i
Cc1ccc(CSc2nnc(-c3ccco3)n2N)cc1,i,i
COc1ccc(-n2nc(C(=O)NCC(=O)Nc3cccc(Cl)c3)c3ccccc3c2=O)cc1OC,i,i
CCn1c2ccccc2c2cc(NC(=O)COC(=O)c3cccc(S(=O)(=O)NC)c3)ccc21,i,i
COc1cc(OC)cc(C(=O)NC2CCCCCCC2)c1,i,i
Cc1ccnc(NC(=O)CCCOc2cc(=O)n(C)c3ccccc23)c1,i,i
CC(C)Cc1ccc(S(=O)(=O)Nc2cccnc2)cc1,i,i
COc1ccc(C(=O)Nc2nnc(C3=COCCO3)o2)cc1OC,i,i
COc1cc(Cl)c(C)cc1NC(=O)COC(=O)c1cc[n+]([O-])cc1,i,i
CN(C)/C=C(\C#N)C(=O)c1cccnc1Oc1ccc(F)cc1F,i,i
Cc1cc(OCC(O)CN2CCc3ccccc3C2)ccc1Cl (stereo not given),i,i
O=C(c1cccc(COCC(F)(F)C(F)F)c1)N1CCN(c2ccccc2)CC1,i,i
Cc1ncoc1C(=O)N1CCc2c([nH]c3ccccc23)C1c1ccccc1F (stereo not given),i,i
NC(=O)c1c(NC(=O)c2ccc(F)cc2)sc2c1CCC2,i,i
Cn1c(C(=O)N2CCOCC2)cc2c(=O)n3ccccc3nc21,i,i
Cc1ccc(NC(=O)C2CCCN2C(=O)OCc2ccccc2)c(C)c1 (stereo not given),i,i
O=C(c1ccccc1F)c1cc2c(cc1[N+](=O)[O-])OCCO2,i,i
CCOc1ccc(OCCC(=O)OC(C)C(=O)Nc2ccc(C(C)=O)cc2)cc1 (stereo not given),i,i
CCOc1ccccc1C(=O)NCCCCNC(=O)c1ccccc1OCC,i,i

# New compounds follow
SMILES,KCNQ2 block,CHT block
Cc1ccc(C(=O)OCC(=O)c2c[nH]c3ccccc23)cc1S(=O)(=O)N1CCCCC1,i,i
C=C(C)CNC(=S)N/N=C1\CCCCc2ccccc21,i,i
COC(=O)C1=C(Nc2ccccc2NC(=O)c2ccccc2C(=O)O)CSC1,i,i
Cc1c(C(=O)Nc2ccc3c(c2)OCCO3)cnn1C,i,i
C#Cc1cccc(NC(=O)Cc2cccs2)c1,i,i
CC1CCCC(NC2CCCCNC2=O)C1 (stereo not given),i,i
OCCC1CN(CCCn2cccn2)CCN1Cc1ccccc1 (stereo not given),i,i
CCOC(=O)c1cc(NC(=O)c2ccc(Cl)cc2)c(=O)n2c1oc1ccc(Cl)cc12,i,i
FC(F)(F)c1cc(-c2ccco2)nc(NCCc2ccccc2)n1,i,i
CCc1sc(NC(C)=O)nc1-c1ccccc1,i,i
Cc1ccc(-c2csc(N3CCN(CCCn4c(C(F)(F)F)nc5ccccc54)CC3)n2)cc1,i,i
Cc1cc(OCCCCn2ccnc2)cc(C)c1Cl,i,i

# For reference, 5 of the compounds above:
SMILES,KCNQ2 block,CHT block
CCOC(=O)c1cc(NC(=O)c2ccc(Cl)cc2)c(=O)n2c1oc1ccc(Cl)cc12,i,i
FC(F)(F)c1cc(-c2ccco2)nc(NCCc2ccccc2)n1,i,i
CCc1sc(NC(C)=O)nc1-c1ccccc1,i,i
Cc1ccc(-c2csc(N3CCN(CCCn4c(C(F)(F)F)nc5ccccc54)CC3)n2)cc1,i,i
Cc1cc(OCCCCn2ccnc2)cc(C)c1Cl,i,i

# (list continues)
SMILES,KCNQ2 block,CHT block
CC(=O)Nc1ccc(S(=O)(=O)N[C@H](C(=O)O)C(C)C)cc1,i,i
Cc1ccc(C)c(NCC(O)c2ccccc2)c1 (stereo not given),i,i
CN(C(=O)CSc1nc2[nH]ncc2c(=O)[nH]1)c1ccccc1,i,i
O=[N+]([O-])c1ccccc1S(=O)(=O)N1CCN(Cc2cc3c(cc2O)OCO3)CC1,i,i
NNC(=O)[C@@H]1C[C@@H]1c1ccccc1,i,i
Cc1ccc(C(=O)N/N=C\c2cccnc2)s1,i,i
Cc1cccc([C@@H]2[C@@H]3C(=O)N(Cc4ccccc4)C(=O)[C@@H]3[C@]3(C)C(=O)N(c4cccc(Cl)c4)C(=O)N23)c1,i,i
O=C(NCCOc1ccc(Cl)cc1)c1ccco1,i,i
CCc1ccc(/C=C2\SC(=S)N(CCC(=O)N3CCN(C)CC3)C2=O)cc1,i,i
CSc1nnc(NC(=O)C23CC4CC(CC(C4)C2)C3)s1,i,i
O=C(NCCCN1CCOCC1)c1ccco1,i,i
Cc1cccc(NC2=NCC(=O)N2Cc2ccccc2)c1,i,i
CCOC(=O)c1c(C)[nH]c(C(=O)N/N=C\c2ccccc2Cl)c1C,i,i
O=c1nccc(SCc2ccc(Cl)cc2Cl)[nH]1,i,i
CC1Cc2ccccc2N1C(=O)CCn1cccn1 (stereo not given),i,i
CCn1cc(S(=O)(=O)NCc2ccc3c(c2)OCO3)cn1,i,i
COc1cc(Cl)c(S(=O)(=O)N2CCOCC2)cc1Cl,i,i
CCOc1ccc(CC(=O)N2CCN(c3ccc(N4CCOCC4)nn3)CC2)cc1OCC,i,i
Cc1nn(C)cc1/C=N/NC(=O)Cn1cncn1,i,i
CC(C)(C)c1cnnn1-c1ccc(C(=O)CCl)cc1,i,i
COc1ccc(CCNC(=O)CCCn2c(SCC(N)=O)nc3cc4c(cc3c2=O)OCO4)cc1OC,i,i
COc1ccccc1-c1cc(-c2ccc(C)cc2)nc(SCc2nnc(-c3ccccc3)o2)c1C#N,i,i
CCc1cccc(NC(=O)Cc2ccc(OC)c(OC)c2)c1,i,i
Cc1ccc(Nc2nc(N)nc(CN3CCN(C(=O)c4ccco4)CC3)n2)cc1Cl,i,i
COC(=O)c1c(C)oc(C)c1S(=O)(=O)Nc1ccccc1,i,i
Cc1ccc(NC(=O)COC(=O)/C=C/c2cccc(Cl)c2)cc1S(=O)(=O)N1CCOCC1,i,i
CCOC(=O)c1nn(-c2ccc3c(c2)OCCO3)cc1O,i,i
CC(C)COc1cccc(C(=O)Nc2ccc(CN3CCOCC3)cc2)c1,i,i
Cc1ccc(S(=O)(=O)CCc2nc3ccccc3s2)cc1C,i,i
CN(C)c1ccc(NC(=O)CSc2nc3ccccc3c(=O)n2CC2CCCO2)cc1 (stereo not given),i,i
CS(=O)(=O)N1CCn2c1nc1ccccc12,i,i
O=C1CNC(=S)N1c1nc2ccccc2s1,i,i
ClCc1ncc(-c2ccc(Cl)cc2)o1,i,i
CN=C1NN=C(c2cc(C)n(-c3ccc(Cl)cc3)c2C)CS1,i,i
S=C(NCCN1CCOCC1)NC1CCCC1,i,i
O=C(CCCC(=O)N(CC(=O)NC1CCCC1)Cc1ccccc1)Nc1ccccn1,i,i
C/C(CCc1ccco1)=N/NC(=O)CCC(=O)Nc1cccc(Cl)c1,i,i
CC(C)OCCCNC(=S)N1CCC(C(=O)c2ccc(Cl)cc2)CC1,i,i
CC(=O)c1ccc(NC(=O)C2CCC(C)NC2=O)cc1 (stereo not given),i,i
CC1CCN(S(=O)(=O)c2cccc(-c3cn4cc(Cl)ccc4n3)c2)CC1,i,i
COc1ccc(CN2CCN(C(=O)CCC(=O)Nc3nnc(C(C)C)s3)CC2)cc1F,i,i
N#Cc1ccc(Sc2ccccn2)c([N+](=O)[O-])c1,i,i
Cc1ccc(C#CC[N+](C)(C)CC#Cc2ccccc2)cc1,i,i
COc1ccccc1NC(=O)C1=C(C)NC(=O)NC1c1ccco1 (stereo not given),i,i
COC(=O)c1ccc(OC(=O)C2CC(=O)N(c3cccc(C)c3)C2)cc1 (stereo not given),i,i
COCCCNC(=O)CCn1c(=O)c2ccccc2n(CC(=O)Nc2cc(Cl)ccc2C)c1=O,i,i
O=C(Cc1cccs1)N/N=C/c1ccc(OCc2ccccc2)cc1,i,i
COc1cc(C2Nc3cccc4cccc(c34)N2)cc(OC)c1OC(C)=O,i,i
O=C(COC(=O)c1ccccn1)Nc1c(Cl)cccc1Cl,i,i
C/C(=N\NC(=S)NC1CCCCC1)c1cccc(Br)c1,i,i
